Bioassay records: PubChem BioAssay, several laboratories
Rac1 act GTP bind – modulators of GTP binding to human Rac1 activated mutant | P63000 | GST-Rac1 activated beads, fluorescent GTP binding, flow cytometry; actives lie on both sides; 100% means binding = to untreated wells | actives 0.11% (n = 190,000) | AID 764 | percent activity (GTP binding), % at 10 µM;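 active = GTP binding at least 20 percentage points away from the 100% baseline, in either direction, so actives lie on both sides; inconclusive = Compound likely fluorescent itself, or too few beads counted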
Avidin bead fluor – avidin bead compound fluorescence profile | Avidin beads, compound fluorescence 488/530 nm, flow cytometry; hits give high values | fluorescence (KMESF) at 10 µM | actives 0.38% (n = 220,000) | AID 1775; in the data active = fluorescence above about 47; also: inactives centre near 10
Rab7 wt GTP bind – dog Rab7 wildtype GTP binding, inhibitors and activators | GTP binding activity (percent of control), % at 10 µM | GST-Rab7 beads, fluorescent GTP binding, flow cytometry; actives lie on both sides; untreated = 100%, excess cold GTP = 0% | actives 0.055% (n = 190,000);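 active = fluorescent GTP binding to Rab7 beads changed by at least 20 points from the 100% baseline, either direction, mostly lower; inconclusive = compound itself probably fluorescent, or too few beads counted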;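 also: median green fluorescence of bound Bodipy-FL-GTP per Rab7 bead population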
Rab2 wt GTP – changes GTP binding to wildtype dog Rab2A, up or down. P61105. GST-Rab2 wt beads, Bodipy-GTP binding, flow cytometry. GTP binding activity, % at 10 µM. actives 0.19% (n = 190,000);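 active = GTP binding activity at least 20 points away from 100%, either lowered or raised; inconclusive = signal likely due to the compound's own green fluorescence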;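 also: 0% = beads with excess unlabeled GTP and 100% = no-compound control corrected for plate trend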
Rac1 wt modul – modulators of human Rac1 wildtype GTP binding; GTP binding activity (% of control), % at 10 µM; GST-Rac1 beads, fluorescent GTP binding, flow cytometry; actives lie on both sides; 0 = cold GTP competed, 100 = untreated; P63000; actives 0.27% (n = 190,000); AID 757;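 active = GTP binding activity at least 20 points away from the 100% control level, either lower or higher; inconclusive = compound flagged as likely green fluorescent, judged across all proteins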
HRas wt GTP bind – changes GTP binding to wildtype human HRas | P01112 | GST-Ras wt beads, Bodipy-FL-GTP binding, flow cytometry; actives lie on both sides | GTP binding activity, % at 10 µM | actives 0.14% (n = 190,000) | AID 759;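 active = GTP binding activity at least 20% away from the 100% baseline, either lowered as inhibitor or raised as activator; inconclusive = flagged as likely green fluorescent, judged across all proteins in the well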;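 also: 0% = unlabeled GTP competition control and 100% = no-compound control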
Target sequence (P01112 whole entry, looked up): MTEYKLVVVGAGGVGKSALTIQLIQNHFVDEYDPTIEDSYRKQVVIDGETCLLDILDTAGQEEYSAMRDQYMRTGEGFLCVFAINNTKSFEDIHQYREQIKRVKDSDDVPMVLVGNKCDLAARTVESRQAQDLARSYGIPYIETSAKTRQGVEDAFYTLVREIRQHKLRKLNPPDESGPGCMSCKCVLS
Mcl1-Noxa inh – Mcl-1/Noxa interaction inhibition | Q07820 | TR-FRET Mcl-1/Noxa peptide binding, 2 h | inhibition, % at 21.7 µM | actives 1.5% (n = 220,000);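 active = compounds that cut the protein-peptide binding signal by more than 50% relative to plate controls in a single-dose test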;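 also: His-tagged Mcl-1 with rhodamine Noxa BH3 peptide and terbium anti-His antibody; 0% = Mcl-1 plus Noxa peptide wells and 100% = peptide-only wells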
Target sequence (Q07820 whole entry, looked up): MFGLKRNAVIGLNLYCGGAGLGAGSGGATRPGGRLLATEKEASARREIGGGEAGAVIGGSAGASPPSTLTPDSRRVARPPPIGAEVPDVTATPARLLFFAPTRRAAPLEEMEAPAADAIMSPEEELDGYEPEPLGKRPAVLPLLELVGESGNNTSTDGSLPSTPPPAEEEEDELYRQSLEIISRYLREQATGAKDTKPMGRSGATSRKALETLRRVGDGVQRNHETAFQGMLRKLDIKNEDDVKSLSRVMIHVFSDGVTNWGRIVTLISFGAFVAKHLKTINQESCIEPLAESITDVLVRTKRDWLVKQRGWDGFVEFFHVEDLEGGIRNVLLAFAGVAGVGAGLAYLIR
Mcl1-Bid inh – disrupts binding of human Mcl-1 to Bid peptide; Q07820; TR-FRET Mcl-1/Bid-Dy647 peptide binding, 1536-well; inhibition, % at 21.7 µM; actives 0.97% (n = 220,000); AID 1021;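 active = compounds that cut the binding signal by more than half at the single screening dose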;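 also: His-tagged Mcl-1 with europium anti-His antibody binding Bid BH3 peptide; 0% = Mcl-1 plus peptide wells and 100% = peptide-only wells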
GSH bead fluor – GSH bead compound fluorescence profile; GSH beads flow cytometry, compound fluorescence 488/530 nm; hits give high values; actives 0.25% (n = 190,000); fluorescence (KMESF) at 10 µM; AID 1776; in the data active = fluorescence above about 89;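 also: glutathione beads carrying GST-tagged Bcl family fusion proteins plus one bare bead set; values are compound well signal with DMSO vehicle wells as background; inactives centre near 16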
Pf gametocyte – kills late stage P. falciparum gametocytes; P. falciparum stage V gametocytes, ATP luminescence, 24 h; inhibition, % at 10.9 µM; actives 0.065% (n = 150,000); AID 743093;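 active = inhibition above the mean plus 3 SD of compounds within the control limits, set per campaign, cut at about 38% in these data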;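 also: 0% = DMSO wells and 100% = medium only without gametocytes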
Cdc42 wt – modulators (inhibitors or activators) of GTP binding to human Cdc42 wildtype; GST-Cdc42 beads, Bodipy-GTP binding, flow cytometry; actives lie on both sides; actives 0.2% (n = 190,000); percent activity (GTP binding), % at 10 µM; P60953;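 active = percent activity GTP binding at least 20 points away from the 100% baseline, either down as inhibitor or up as activator; inconclusive = compound flagged as likely green fluorescent from well-wide comparison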;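 also: median bead fluorescence of bound Bodipy-FL-GTP at 100 nM; 0% = excess unlabeled GTP control and 100% = no compound control; below 100% means less GTP binding so inhibitor and above means activator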
Target sequence (P60953 whole entry, looked up): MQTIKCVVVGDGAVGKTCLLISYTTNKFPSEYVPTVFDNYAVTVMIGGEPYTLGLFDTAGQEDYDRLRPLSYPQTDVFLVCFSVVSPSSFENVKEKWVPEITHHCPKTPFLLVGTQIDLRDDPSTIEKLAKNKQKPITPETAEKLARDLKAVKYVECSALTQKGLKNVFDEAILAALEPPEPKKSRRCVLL
* = called active by the depositor; ? = inconclusive; . = no result given.

SMILES	Rac1 act GTP bind	Avidin bead fluor	Rab7 wt GTP bind	Rab2 wt GTP	Rac1 wt modul	HRas wt GTP bind	Mcl1-Noxa inh	Mcl1-Bid inh	GSH bead fluor	Pf gametocyte	Cdc42 wt
O=C(NCCC1=CCCCC1)C(=O)c1c[nH]c2ccccc12	98	15	99	100	101	99	-1	-10	20	.	97
COc1cccc(CN(C)c2nc(-c3cccs3)nc3ccccc23)c1	99	12	98	97	100	97	2	12	8	-38	95
Fc1cccc(CN2CCN(c3ncccn3)CC2)c1	99	19	101	99	102	98	14	50	25	-9	100
Cc1ncc(CC(=O)n2cc(C(=O)c3cc(F)ccc3O)cn2)s1	98	29	97	97	99	98	7	-14	18	4	97
NC(=O)c1ccccc1O	101	7	96	99	99	99	7	-10	19	.	99
N#Cc1c(Cl)nsc1NN	96	12	93	93	99	95	22	-44	11	15	97
CC(Sc1ccc(Br)cc1)C(N)=O (centres undefined)	97	13	100	98	100	99	-12	-18	41	.	98
CCC(C)c1ccc(-c2cc(C(=O)OCC(=O)Nc3cc(C)on3)c3ccccc3n2)cc1 (centres undefined)	101	8	105	104	108	103	10	-2	10	.	105
CN(C)CCNC(=O)C(C(=O)c1ccccc1)n1ccccc1=O (centres undefined)	101	15	99	101	100	101	10	-67	8	.	100
CCC(=O)N1CCCc2cc(S(=O)(=O)NCc3cccs3)ccc21	103	28	97	100	105	100	1	-23	22	.	103
Cc1ccc(-c2nc3ccccc3c(=O)n2CCCN2CCOCC2)cc1	97	35	95	99	97	98	-1	-24	12	.	99
COc1ccc(Cc2nnc(NC(=O)Cc3cccs3)s2)cc1	93	22	91	90	91	93	101*	38	15	.	90
CCOc1ccccc1N1CCN(C(=O)c2csc(C)c2CC)CC1	91	9	89	93	91	92	9	-11	15	.	93
Cc1ccc(NC(=O)Cn2nnc3ccccc3c2=O)cc1	93	9	93	97	95	94	16	5	10	-4	98
CCc1c(C)nc2ncnn2c1NCCc1ccc(Cl)cc1	94	11	95	95	93	95	-5	-17	24	-6	96
C#Cc1ccc([C@@H]2C=C(C(=O)N3CCN(Cc4ccc5c(c4)OCO5)CC3)O[C@H](OCCCCO)C2)cc1	96	7	100	96	96	96	-1	84*	20	23	94
COc1ccc(CC(NC(C)=O)C(=O)N2CCN(C(=O)Nc3cccc(F)c3)CC2)cc1OC (centres undefined)	97	12	103	98	106	101	5	-30	12	13	98
O=C(OCCN1C(=O)c2ccccc2C1=O)c1cccs1	99	6	100	98	103	98	25	-26	16	.	102
CCC/C=N/NC(=O)c1[nH]c2c([N+](=O)[O-])cccc2c1C	98	13	99	100	99	99	31	-7	19	-1	99
Oc1ccc(N=Nc2c(O)ccc3ccccc23)cc1	98	9	98	96	102	99	47	17	32	5	97
O=C(CSCc1ccc([N+](=O)[O-])cc1)N/N=C/c1cccnc1	95	24	97	96	96	95	1	-9	60	-2	97
COc1cc(S(=O)(=O)N2CCCCCC2)ccc1-n1cnnn1	100	16	108	106	105	105	-10	-24	12	9	107
Cc1c(NC(=O)C(=O)/C=C(\O)c2ccc(Br)cc2)c(=O)n(-c2ccccc2)n1C	95	11	97	96	101	98	-36	-25	12	-39	102
CC1CCCC(C)N1S(=O)(=O)c1ccc(S(=O)(=O)NCCc2ccncc2)cc1 (centres undefined)	98	15	98	100	101	100	-8	-4	14	3	98
COC(=O)c1ccc(Nc2nnc(-c3ccc(C)c(S(=O)(=O)NCC4CCCO4)c3)c3ccccc23)cc1 (centres undefined)	100	6	102	99	100	99	-24	-32	18	-17	100
CCCCn1c(SCC2CCCO2)nc2cc(S(N)(=O)=O)ccc21 (centres undefined)	101	31	97	98	104	102	13	-43	14	15	104
COc1ccc(CCNC(=O)CCN2C(=O)C3CC=CCC3C2=O)cc1OC (centres undefined)	101	24	104	103	108	104	-3	-25	15	.	107
CC(CC(=O)Nc1ccncc1)c1ccccc1 (centres undefined)	99	8	101	101	98	99	5	2	19	.	101
CCCNc1nc2c(c(=O)n(C)c(=O)n2C)n1Cc1cccc(C)c1	99	34	96	99	102	97	6	-27	25	.	100
CCCCN(C(=O)CN1CC(C)OC(C)C1)c1c(N)n(CC(C)C)c(=O)[nH]c1=O (centres undefined)	99	26	99	97	104	99	18	-17	15	-12	102
COC(=O)c1ccc(C2/C(=C(\O)c3cccc(OC)c3)C(=O)C(=O)N2CCCN(C)C)cc1 (centres undefined)	99	11	101	98	104	98	1	-11	23	-31	99
COc1cccc(CC2(CO)CCCN(Cc3ccc(CO)o3)C2)c1 (centres undefined)	94	8	108	101	98	98	8	-8	15	-11	96
Cc1ccccc1CN1C(=O)CSc2ccc(C(=O)N3CCOCC3)cc21	100	8	102	101	102	99	-1	-2	12	-5	101
O=C(CC1OC(=O)c2ccccc21)Nc1ccccc1N1CCOCC1 (centres undefined)	100	11	100	99	107	101	-5	-14	26	4	106
COc1ccc(/C=C/C(=O)NC(=S)Nc2cc([N+](=O)[O-])ccc2O)cc1OC	?	12	?	?	?	?	93*	13	23	4	?
CCC(=O)Nc1ccc2ccccc2c1	102	4	104	102	104	104	-4	-15	10	.	102
O=c1c2cc(N3CCOCC3)ccc2[nH]c(=S)n1CCCN1CCCCCC1	100	39	101	102	102	102	33	-39	9	-19	105
CCSc1nnc(Cn2c(=O)sc3ccccc32)n1-c1ccccc1C	101	23	103	97	106	99	-8	-2	16	.	103
CCCN(CCC)CCCNC(=O)c1cc2c(=O)[nH]c3ccccc3c2n1C	95	11	96	96	97	95	12	-21	9	.	97
Nc1nc2ccccc2nc1N1CCCC1	103	29	103	103	106	104	-11	-14	19	.	105

Random excerpt: 2 compounds from above, in no set order.
SMILES	Rac1 act GTP bind	Avidin bead fluor	Rab7 wt GTP bind	Rab2 wt GTP	Rac1 wt modul	HRas wt GTP bind	Mcl1-Noxa inh	Mcl1-Bid inh	GSH bead fluor	Pf gametocyte	Cdc42 wt
CCC(=O)Nc1ccc2ccccc2c1	102	4	104	102	104	104	-4	-15	10	.	102
Cc1ccccc1CN1C(=O)CSc2ccc(C(=O)N3CCOCC3)cc21	100	8	102	101	102	99	-1	-2	12	-5	101

Next part
SMILES	Rac1 act GTP bind	Avidin bead fluor	Rab7 wt GTP bind	Rab2 wt GTP	Rac1 wt modul	HRas wt GTP bind	Mcl1-Noxa inh	Mcl1-Bid inh	GSH bead fluor	Pf gametocyte	Cdc42 wt
Cc1cc2ccccc2nc1SCC(=O)N1c2ccccc2CC1C (centres undefined)	96	2	95	97	99	96	-36	-32	25	.	96
CN1CCN(c2ccc(NC(=O)CN3CCOCC3)cc2F)CC1	93	11	102	99	95	96	16	-23	12	1	93
Cc1ccc(C)c2nc(Cl)c(C#N)cc12	94	9	105	96	98	97	-4	3	50	6	95
CC(C)C(OC(=O)CCC(=O)Nc1nccs1)C(=O)NC1CCCCC1 (centres undefined)	105	8	95	101	105	101	-5	-9	12	.	103
CCc1nnc(NC(=O)C2CCCN2S(=O)(=O)c2ccccc2)s1 (centres undefined)	98	19	97	101	103	100	1	-11	19	-34	103
COC(=O)c1cn(NC(=O)Cc2ccc(Cl)cc2)c(=O)c2ccccc12	95	1	95	90	99	95	8	1	9	4	94
COc1ccc(/C=N/Nc2ncc(Br)cn2)c(OC)c1	96	9	93	92	95	92	18	-13	8	26	92
CCn1cc(CNC(=O)c2ccc(Cl)c([N+](=O)[O-])c2)c(C)n1	100	7	100	102	106	101	-6	-18	9	-5	104
COc1ccc(C(=O)NC(=S)Nc2ccccc2N2CCN(S(C)(=O)=O)CC2)cc1OC	100	9	107	101	108	102	3	-20	14	.	100
CC(=O)c1ccc(N(C(=O)CNC(=O)c2ccco2)C(C(=O)NCC2CCCO2)c2ccccc2)cc1 (centres undefined)	101	10	98	100	102	98	5	15	13	2	100
CCC(=O)n1nc(-c2ccccc2)nc1SCC(=O)Nc1ccc(C)cc1	95	6	94	96	94	96	-13	-9	13	21	93
COc1ccc2c(C)cc(N3CCCCCC3)nc2c1	96	16	96	96	99	95	17	29	8	-7	98
O=C1CN(C(=O)CSc2nnc(-c3ccccc3)n2Cc2ccc3c(c2)OCO3)c2ccccc2N1	100	33	101	100	104	100	9	-17	40	.	100
O=C(NC1CCSC1=O)c1ccccc1 (centres undefined)	99	43	101	100	102	104	2	2	13	.	105
O=C(CN1CCOc2ccccc21)NC1CCN(Cc2ccccc2)CC1	97	8	98	100	101	100	17	-27	21	.	100
Cc1nc2ccccc2nc(C)c1=NO	99	8	99	99	100	99	0	-25	13	.	99
CCCS(=O)(=O)N1CCCC(C(=O)NCCN(CC)c2ccccc2)C1 (centres undefined)	98	10	102	102	102	103	-1	-60	28	.	103
C=CCSc1nnc(NC(=O)COc2ccccc2)s1	96	14	104	97	100	98	9	-12	11	-24	97
Cc1cc(C)n(C(=O)c2ccc(NC(=O)C3CC3)cc2)n1	99	9	101	98	105	100	0	0	19	.	97
COc1cc(N(C)C)c([N+](=O)[O-])cc1C(=O)N1CCOCC1	95	11	99	95	100	97	1	-38	10	10	96
CCN(CC)CCNS(=O)(=O)c1ccc(OC)c(Br)c1	99	42	101	100	100	100	2	-1	15	.	101
O=C(CCn1c(=O)c2ccccc2n(CC(=O)N2CCN(c3ccccc3)CC2)c1=O)NCc1ccco1	99	12	99	100	103	100	26	-30	62	-1	101
Cc1ccccc1NC(=O)c1csc2c1CCCC2	99	16	95	98	99	97	-4	-4	15	.	95
Cc1cc(C(=O)Nc2c(C)n(C)n(-c3ccccc3)c2=O)cs1	99	7	102	104	105	102	-7	-19	30	28	106
O=S(=O)(NCc1ccccn1)c1ccc(Cl)s1	99	2	96	98	102	100	0	-17	9	-28	100
CCc1ccc(-n2c(=S)sc3c(=O)n(-c4ccccc4OC)c(=S)[nH]c32)cc1	89	9	95	92	99	93	16	0	19	-11	92
FC(F)Sc1ccc(Nc2ncnc3nc[nH]c23)cc1	100	3	97	100	105	99	25	0	14	-13	99
C/C(=N/NC(=O)c1cc(-c2ccc(Br)s2)[nH]n1)c1ccco1	95	10	100	94	96	97	5	-21	32	12	92
O=C(c1ccc(CNS(=O)(=O)c2ccccc2)cc1)N1CCN(Cc2ccccc2)CC1	100	11	102	100	103	101	16	2	62	.	100
O=C(c1c[nH]c(=O)n(-c2ccccc2)c1=O)N1CCc2ccccc21	99	23	96	98	105	99	3	3	16	.	104
Cc1ccc(S(=O)(=O)N2CCOCC2)cc1NC(=O)c1cc2c(s1)CCC2	97	4	97	97	98	99	-4	-18	17	16	99
CCn1c(N2CCN(S(=O)(=O)c3ccccc3C(F)(F)F)CC2)nc2ccccc21	97	8	99	99	98	100	38	45	77	.	99
